S-ASM inh = Inhibitors of Secretory Acid Sphingomyelinase (S-ASM): qHTS; Sphingomyelin phosphodiesterase (Homo sapiens), P17405; placental ASM, HMU-PC fluorogenic substrate, 60 min; Potency, µM (titrated, usually from 57.5 µM), inactives show at the top dose activity change, negative = inhibition, actives largely listed as inhibitors; actives 0.006% (n = 340,000); AID 504937, 2011; also: potency is read from the fitted curve at half-maximal effect
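qHTS format. ASM enzyme prepared from human placenta hydrolyses the fluorogenic substrate HMU-PC0 (9 uM final) over 60 min at 37 °C after a 10 min compound preincubation.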
TSG101-PTAP inh = qHTS Assay for Iinhibitors of HIV-1 Budding by Blocking the Interaction of PTAP/TSG101 | Tumor susceptibility gene 101 protein (Homo sapiens), Q99816 | Fluorescence polarization, FITC-PTAP peptide / Tsg101 binding | Potency, µM (highest dose often 115 µM), for the others: top-dose activity change, negative = inhibition, most hits filed as inhibitors | 340,000 tested, under 10 active; active = well fitted inhibition curve with a large enough effect in the main read-out, with a control signal flat, not every such curve was filed as active; inconclusive = small, poorly fitted or top-dose-only effect, or effect the other way, or a change in a side signal; inactive = no such curve, though single readings can be large or run the other way; also: potency is read from the fitted curve at half-maximal effect; % of control where 0% means no effect
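Compounds were pin-transferred onto Tsg101 binding domain (10 uM final) in HEPES pH 7.5 buffer, then FITC-PTAP peptide was added at 50 nM final. After 20 min at RT, polarization reported peptide displacement across a qHTS concentration series.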
a7 integrin act = qHTS for Activators of Integrin-Mediated Alleviation for Muscular Dystrophy. alpha7betagal myoblasts, beta-gal FDG fluorescence, 48 h. Potency, µM (top dose mostly 38.3 µM), for inactives: at the highest dose activation, hits mostly activators. actives 0.064% (n = 350,000);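 also: potency is read from the fitted curve at half-maximal effect; 100% = response of the positive control SU9516; nearly all actives have a fitted effect of over 60% in size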
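alpha7betagal+/- myoblasts (passage 13, 250/well) treated 48 h at 37C with compounds at 1:260 dilution of DMSO stock. Lysed, then beta-galactosidase activity read as FDG fluorescence (ex 480/em 540) after 30 min, with pre-read for autofluorescence.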
Giardia killer = Small Molecules that selectively kill Giardia lamblia: qHTS; Giardia lamblia trophozoite viability; activity change, % at 7.66 µM, hits read low; actives 0.15% (n = 340,000); in the data active = activity change below about -80%; inconclusive = between about -30% and that limit;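 also: parasites exposed to compound for two days anaerobically before the ATP read; % is scaled to controls: 0 for no effect and ±100 for the full control effect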
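ATP-content bioluminescence gauges trophozoite survival. Cells (100/well) receive compound and incubate anaerobically for 48 hrs at 37 deg C; detection reagent follows for 15-30 min at room temperature.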
* = called active by the depositor; [ ] = dose if it differs, or a comment. Unless noted, calls follow the shape of the dose curve; as a rule, active = well fitted curve in the direction sought with a large enough effect; inconclusive = small, poorly fitted or top-dose-only effect, or another doubt; inactive = no such curve, though single readings can be large; an effect the other way counts as inactive or inconclusive. Only part of the results is shown. The share of hits here may be higher or lower than overall.

`Nc1ccc(Cl)c(Cl)c1` gave S-ASM inh -1%, TSG101-PTAP inh 0%, a7 integrin act 8% and Giardia killer 6.
Screening COC(=O)C1=C(c2cc3ccccc3o2)C[C@@H]2CC[C@H]1N2C(=O)N1CCC(C)CC1 returned S-ASM inh -7%, TSG101-PTAP inh -2%, a7 integrin act -4% and Giardia killer 6.
COC(=O)C1=C(c2ccccc2)C[C@@H]2CC[C@H]1N2C(=O)NCc1ccccc1 was read as S-ASM inh -3%, TSG101-PTAP inh 0%, a7 integrin act 15% and Giardia killer -2.
CC(=O)OC1CC2(O)C3CCC4CC(O)CCC4(C)C3CCC2(C)C1C1=CC(=O)OC1 (stereo unspecified) was read as S-ASM inh 2%, TSG101-PTAP inh -2%, a7 integrin act -22% and Giardia killer 12.
COc1cc(C2c3cc4c(cc3CC3COC(=O)C32)OCO4)cc(OC)c1O (stereo unspecified) was read as S-ASM inh -1%, TSG101-PTAP inh -1%, a7 integrin act -14% and Giardia killer 1.
Screening CCC1C2Cc3ccc(O)cc3C1(CC)CCN2C (stereo unspecified) returned S-ASM inh 5%, TSG101-PTAP inh 0%, a7 integrin act 27% and Giardia killer 2.
`Oc1cc(Cl)c(Cl)c(Cl)c1Cl` gave S-ASM inh -3%, TSG101-PTAP inh 0%, a7 integrin act -13% and Giardia killer -25.
`CS(=O)(=O)N1Cc2ccccc2-n2nncc2C1` gave S-ASM inh 7%, TSG101-PTAP inh 0%, a7 integrin act 0% and Giardia killer 9.
For Cc1ccc(S(=O)(=O)N2Cc3ccccc3-n3nncc3C2)cc1 the results were S-ASM inh -2%, TSG101-PTAP inh -6%, a7 integrin act 9% and Giardia killer -22.
For COc1cc(/C=C2\C[C@H]3[C@@H]4CC=C5C[C@@H](N6CCCC6)CC[C@]5(C)[C@H]4CC[C@]3(C)[C@H]2O)cc(OC)c1OC the results were S-ASM inh -5%, TSG101-PTAP inh -4%, a7 integrin act 0% and Giardia killer -1.
`CCOC(=O)[C@]12Cc3cc(C)ccc3[C@H]1N(Cc1ccccc1)C(=O)c1ccccc12` gave S-ASM inh -7%, TSG101-PTAP inh -3%, a7 integrin act 0% and Giardia killer -5.
CC[C@H]1CC2CN3CCc4c([nH]c5cc(OC)ccc45)[C@](C(=O)OC)(C2)[C@H]13 was read as S-ASM inh 18%, TSG101-PTAP inh 2%, a7 integrin act -1% and Giardia killer -10.
For CCOCC1(CCc2ccccc2)C(=O)NC(=S)NC1=O the results were S-ASM inh 0%, TSG101-PTAP inh -2%, a7 integrin act -6% and Giardia killer -6.
Screening CC12CCC3c4ccc(OP(=O)(N5CC5)N5CC5)cc4CCC3C1CCC2=O (stereo unspecified) returned S-ASM inh inconclusive, TSG101-PTAP inh -8%, a7 integrin act -23% and Giardia killer -13.
O=S(=O)(O)C(=Cc1ccccc1)c1ccccc1 (tested in a mixture with another compound) was read as S-ASM inh 4%, TSG101-PTAP inh -8%, a7 integrin act 14% and Giardia killer 0.
For COc1cccc(C2Nc3ccccc3C(=O)N2Cc2ccccc2)c1 (stereo unspecified) the results were S-ASM inh 125%[activator], TSG101-PTAP inh -5%, a7 integrin act -11% and Giardia killer -9.
CC(=O)OC1C(=O)OCC23CCC4(C)OC4C2OC2CC(OC(=O)C=CC=CC(=O)OCCC1C)C3(C)C21CO1 (stereo unspecified) was read as S-ASM inh -3%, TSG101-PTAP inh -1%, a7 integrin act inconclusive and Giardia killer inconclusive.
`CCOC(=O)CC1c2ccccc2-n2nncc2CN1Cc1ccc(OC)cc1` (stereo unspecified) gave S-ASM inh -7%, TSG101-PTAP inh 2%, a7 integrin act 0% and Giardia killer -2.
`COc1cc(C(=O)NN=Cc2ccc(N(CCCl)CCCl)cc2)cc(OC)c1OC` gave S-ASM inh 202%[activator], TSG101-PTAP inh -2%, a7 integrin act -30% and Giardia killer 0.
CCOC(=O)c1cnc(SCc2ccc(Cl)c(Cl)c2)nc1N1CC1 was read as S-ASM inh -22%, TSG101-PTAP inh 1%, a7 integrin act -41% and Giardia killer 10.
Screening CC1=NNC(=O)C1Br (stereo unspecified) returned S-ASM inh 6%, TSG101-PTAP inh -2%, a7 integrin act -27% and Giardia killer 10.
For OC(CN1CCOCC1)c1csc2ccccc12 (stereo unspecified) the results were S-ASM inh 1%, TSG101-PTAP inh 0%, a7 integrin act -31% and Giardia killer -1.
For O=C1C=CC2C3C(=O)N(c4ccccc4)C(=O)C3C1N2Cc1ccccc1 (stereo unspecified) the results were S-ASM inh -3%, TSG101-PTAP inh -1%, a7 integrin act -51%[inhibitor] and Giardia killer 2.
CC12CCC3c4ccc(OC(=O)N(CCCl)CCCl)cc4CCC3C1CCC2O (stereo unspecified) was read as S-ASM inh -5%, TSG101-PTAP inh 4%, a7 integrin act -16% and Giardia killer -3.
CC1CCN(C(CC(=O)c2ccccc2)C(=O)c2ccccc2)CC1 (stereo unspecified) was read as S-ASM inh -2%, TSG101-PTAP inh 1%, a7 integrin act -35%[inhibitor] and Giardia killer 0.
C#C[C@]1(O)CCC2C3C(=O)C=C4C(Cl)=CCC[C@]4(C)C3CC[C@@]21C (stereo partly specified) was read as S-ASM inh -3%, TSG101-PTAP inh -1%, a7 integrin act -24% and Giardia killer -17.
`COc1c(O)cc2c(c1OC)-c1ccc(OC)c(=O)cc1C(NC(C)=O)CC2` (stereo unspecified) gave S-ASM inh -1%, TSG101-PTAP inh -1%, a7 integrin act 2% and Giardia killer -13.
Screening CC(=O)Nc1ccc(S(=O)(=O)N2Cc3cnnn3-c3ccccc3C2C#N)cc1 (stereo unspecified) returned S-ASM inh -3%, TSG101-PTAP inh -4%, a7 integrin act 4% and Giardia killer 7.
CC1OC(OC2C=C3CCC4C(CCC5(C)C(c6ccc(=O)oc6)CCC45O)C3(C)CC2)C(O)C(OC2OC(CO)C(O)C(O)C2O)C1O (stereo unspecified) was read as S-ASM inh 5%, TSG101-PTAP inh 0%, a7 integrin act 2% and Giardia killer -17.
`O=C(Nc1ccccc1)c1c(O)[nH]c(=S)[nH]c1=O` gave S-ASM inh 8%, TSG101-PTAP inh -3%, a7 integrin act 12% and Giardia killer -2.
For COC(=O)C1=C(c2cc3ccccc3s2)C[C@@H]2CC[C@H]1N2C(=O)NCCCOC(C)C the results were S-ASM inh -2%, TSG101-PTAP inh -4%, a7 integrin act 2% and Giardia killer 13.
COC(=O)C1=C(c2cccc(OC)c2OC)C[C@@H]2CC[C@H]1N2C(=O)N1CCC(O)CC1 was read as S-ASM inh -2%, TSG101-PTAP inh -4%, a7 integrin act -22% and Giardia killer 2.
Screening NCCc1c(Cc2ccccc2)[nH]c2ccccc12 returned S-ASM inh -5%, TSG101-PTAP inh -4%, a7 integrin act -35%[inhibitor] and Giardia killer 6.
`CCc1nc2ccc(Br)cc2c(=O)n1-c1ccccc1C(F)(F)F` gave S-ASM inh -4%, TSG101-PTAP inh -6%, a7 integrin act 13% and Giardia killer -10.
For C[C@]12CCC3C(CC[C@H]4[C@H](O)[C@H](O)CC[C@]34C)C1CCC2=O (stereo partly specified) the results were S-ASM inh 0%, TSG101-PTAP inh -1%, a7 integrin act 1% and Giardia killer 21.
ClCCN(CCCl)c1ccc(-n2cnc3c(Cl)ncnc32)cc1 was read as S-ASM inh 0%, TSG101-PTAP inh -6%, a7 integrin act -56%[inhibitor] and Giardia killer -8.
For CC(C)(O)/C=C/C(=O)C(C)(O)C1C(O)CC2(C)C3CC=C4C(C=C(O)C(=O)C4(C)C)C3(C)C(=O)CC12C (stereo unspecified) the results were S-ASM inh -1%, TSG101-PTAP inh -6%, a7 integrin act -2% and Giardia killer 9.
For Brc1ccc2[nH]cc(C=NN3CCCCCC3)c2c1 the results were S-ASM inh 1%, TSG101-PTAP inh -11%, a7 integrin act 29% and Giardia killer -5.
For Cc1ccc2c(C)c3ccc4ccccc4c3c[n+]2c1 the results were TSG101-PTAP inh -1%, a7 integrin act -40% and Giardia killer 23.
Screening O=C(O)C1CC2(Cl)C(Cl)=C(Cl)C1(Cl)C2(Cl)Cl (stereo unspecified) returned S-ASM inh 6%, TSG101-PTAP inh -1%, a7 integrin act 0% and Giardia killer -23.

8 successive compounds from above, for reference:
`Nc1ccc(Cl)c(Cl)c1` gave S-ASM inh -1%, TSG101-PTAP inh 0%, a7 integrin act 8% and Giardia killer 6.
Screening COC(=O)C1=C(c2cc3ccccc3o2)C[C@@H]2CC[C@H]1N2C(=O)N1CCC(C)CC1 returned S-ASM inh -7%, TSG101-PTAP inh -2%, a7 integrin act -4% and Giardia killer 6.
COC(=O)C1=C(c2ccccc2)C[C@@H]2CC[C@H]1N2C(=O)NCc1ccccc1 was read as S-ASM inh -3%, TSG101-PTAP inh 0%, a7 integrin act 15% and Giardia killer -2.
CC(=O)OC1CC2(O)C3CCC4CC(O)CCC4(C)C3CCC2(C)C1C1=CC(=O)OC1 (stereo unspecified) was read as S-ASM inh 2%, TSG101-PTAP inh -2%, a7 integrin act -22% and Giardia killer 12.
COc1cc(C2c3cc4c(cc3CC3COC(=O)C32)OCO4)cc(OC)c1O (stereo unspecified) was read as S-ASM inh -1%, TSG101-PTAP inh -1%, a7 integrin act -14% and Giardia killer 1.
Screening CCC1C2Cc3ccc(O)cc3C1(CC)CCN2C (stereo unspecified) returned S-ASM inh 5%, TSG101-PTAP inh 0%, a7 integrin act 27% and Giardia killer 2.
`Oc1cc(Cl)c(Cl)c(Cl)c1Cl` gave S-ASM inh -3%, TSG101-PTAP inh 0%, a7 integrin act -13% and Giardia killer -25.
`CS(=O)(=O)N1Cc2ccccc2-n2nncc2C1` gave S-ASM inh 7%, TSG101-PTAP inh 0%, a7 integrin act 0% and Giardia killer 9.

(listing goes on)
`CC(=O)OC1(C)CC(C)C(=O)C(C(O)CC2CC(=O)NC(=O)C2)C1` (stereo unspecified) gave S-ASM inh -1%, TSG101-PTAP inh -2%, a7 integrin act inconclusive and Giardia killer inconclusive.
Screening C[C@]12CCC3C(CC[C@H]4C[C@@H](O)CC[C@]34C)C1C[C@@H](O)[C@@H]2O (stereo partly specified) returned S-ASM inh -3%, TSG101-PTAP inh -3%, a7 integrin act 9% and Giardia killer 8.
COC(=O)C1=C(c2ccc(S(C)(=O)=O)cc2)C[C@@H]2CC[C@H]1N2C(=O)N1CCC(C)CC1 was read as S-ASM inh 0%, TSG101-PTAP inh -5%, a7 integrin act 14% and Giardia killer 35[activator].
Screening CCC1(Cc2ccccc2)C(=O)NC(=S)N(C)C1=O (stereo unspecified) returned S-ASM inh 0%, TSG101-PTAP inh 1%, a7 integrin act 12% and Giardia killer 0.
COC(=O)C1=C(c2ccc(S(C)(=O)=O)cc2)C[C@@H]2CC[C@H]1N2C(=O)NCc1ccc(F)cc1 was read as S-ASM inh -3%, TSG101-PTAP inh -2%, a7 integrin act -12% and Giardia killer 17.
`CCCNC(=O)N1[C@H]2CC[C@@H]1C(C(=O)OC)=C(c1ccc(S(C)(=O)=O)cc1)C2` gave S-ASM inh -2%, TSG101-PTAP inh -2%, a7 integrin act 34% and Giardia killer -5.
`CC(=O)N(C)C1=Nc2ccc(Cl)cc2C(c2ccccc2)=[N+]([O-])C1` gave S-ASM inh -2%, TSG101-PTAP inh -1%, a7 integrin act 14% and Giardia killer 21.
CCOC1=C(N2CC2)C(=O)C(OCC)=C(N2CC2)C1=O was read as S-ASM inh -2%, TSG101-PTAP inh -5%, a7 integrin act 0% and Giardia killer -22.
`N#CC(=C(O)c1ccc(S(=O)(=O)N(CCCl)CCCl)cc1)c1nc2ccccc2[nH]1` gave S-ASM inh 49%, TSG101-PTAP inh -11%, a7 integrin act 2% and Giardia killer 14.
For CCOC(=O)CC(SP1(=S)OCC2(CCCCO2)C(C2CCCCO2)O1)C(=O)OCC (stereo unspecified) the results were S-ASM inh -5%, TSG101-PTAP inh -1%, a7 integrin act -31%[inhibitor] and Giardia killer -9.

Screening data as filed in PubChem BioAssay.
